Compound activity (PubChem)
CAL PDZ FP-1: human CAL PDZ-peptide interaction inhibition; Q9HD26; purified CAL PDZ, TMR-peptide fluorescence polarization, 1 h; inhibition, % at 20 µM; actives 0.02% (n = 330,000); AID 504414;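 active = highest replicate inhibition of at least 40%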;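 note: plate controls were DMSO neutral control wells for no effect and unlabeled competitor peptide control wells for full effect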
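Material – purified CerCALP PDZ construct · Detection – FP readout, S and P plane fluorescence · Measure – percent inhibition from loss of millipolarization · Controls – unlabelled peptide for full inhibition, DMSO wells as neutral · Probe or stimulus – TMR-labelled reporter peptide T*-PRC34 bound in PDZ groove · Times – 1 h at RT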
Pemphigus Ab inh: inhibitors of pemphigus antibody binding to human desmoglein-3; P32926; DSG3-coupled beads, scFv-anti-DSG3-GFP binding, flow cytometry; hits give low values; binding (percent of control), % at 10 µM; actives 0.48% (n = 310,000); AID 588358;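 active = binding more than 3 SD below its plate's average and above zero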;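 note: hits lower antibody fragment binding to DSG3; some compounds called inactive have numbers as strong as hits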
Target sequence (P32926 whole entry, looked up, the tested form may be a part): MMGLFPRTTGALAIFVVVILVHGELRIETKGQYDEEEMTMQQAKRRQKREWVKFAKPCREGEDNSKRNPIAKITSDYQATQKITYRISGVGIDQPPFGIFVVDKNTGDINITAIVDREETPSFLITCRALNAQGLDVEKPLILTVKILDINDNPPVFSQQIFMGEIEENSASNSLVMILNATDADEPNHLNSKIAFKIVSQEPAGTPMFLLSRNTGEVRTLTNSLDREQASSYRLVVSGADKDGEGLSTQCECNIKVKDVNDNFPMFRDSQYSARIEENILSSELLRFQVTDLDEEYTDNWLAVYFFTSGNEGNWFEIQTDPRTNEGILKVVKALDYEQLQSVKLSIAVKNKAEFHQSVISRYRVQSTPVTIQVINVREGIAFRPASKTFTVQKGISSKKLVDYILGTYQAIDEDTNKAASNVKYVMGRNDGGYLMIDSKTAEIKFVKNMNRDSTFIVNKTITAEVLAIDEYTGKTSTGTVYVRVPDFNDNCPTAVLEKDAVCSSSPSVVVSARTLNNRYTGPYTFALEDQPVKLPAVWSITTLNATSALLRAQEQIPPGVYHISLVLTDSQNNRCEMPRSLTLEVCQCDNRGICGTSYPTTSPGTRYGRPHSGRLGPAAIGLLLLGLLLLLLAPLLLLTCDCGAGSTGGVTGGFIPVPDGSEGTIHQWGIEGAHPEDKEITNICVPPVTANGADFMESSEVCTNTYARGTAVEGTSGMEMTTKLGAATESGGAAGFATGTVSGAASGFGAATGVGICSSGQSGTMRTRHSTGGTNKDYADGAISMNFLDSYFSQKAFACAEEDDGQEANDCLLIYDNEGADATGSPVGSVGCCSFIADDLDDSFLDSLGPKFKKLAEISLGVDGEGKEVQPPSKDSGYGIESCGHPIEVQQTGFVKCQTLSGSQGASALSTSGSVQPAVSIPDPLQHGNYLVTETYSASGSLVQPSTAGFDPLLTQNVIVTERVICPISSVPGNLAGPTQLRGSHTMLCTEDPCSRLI
C-LANA FP: inhibitors of KSHV LANA C-terminal domain DNA binding. MBP-C-LANA/FAM-LBS DNA binding, fluorescence polarization. inhibition, % at 9 µM. actives 0.078% (n = 340,000). AID 504423;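 active = highest replicate inhibition at or above 60% at 9 µM, even if other replicates fall short; inactive = all replicates below 60% inhibition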;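 note: 0% = neutral control wells and 100% = 4 µM acridine orange control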
DAGLB inhibitor: diacylglycerol lipase beta (human) inhibition; Q8NCG7; HEK293T DAGLB membrane lysate, EnzChek fluorogenic substrate; inhibition, % at 5.17 µM; actives 0.059% (n = 340,000); in the data active = inhibition above about 34%;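 note: 0% = enzyme with vehicle and 100% = wells lacking enzyme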
Keap1-Nrf2 PPI: inhibitors of human Keap1-Nrf2 protein-protein interaction | Q14145 | Keap1 Kelch-Nrf2 peptide fluorescence polarization, 1536-well | inhibition, % at 9.4 µM | actives 0.15% (n = 340,000) | AID 504523; in the data active = inhibition above about 12%;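 note: human Keap1 Kelch domain with fluorescein labeled Nrf2 9mer peptide probe; 0% = neutral control wells and 100% = peptide positive control; higher means more block of Keap1 binding to Nrf2 peptide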
Arr AP2 block: human beta-arrestin and AP2 interaction inhibition; FITC-arrestin peptide / GST-AP2 beads, flow cytometry; AP2 beta2 appendage carries R879A mutation; inhibition, % at 10 µM; actives 0.31% (n = 340,000);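 active = inhibition above a set limit, near 3 SD of compounds lacking own fluorescence, cut at about 54% in these data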;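 note: plate controls were DMSO wells for no effect and 5 µM unlabelled arrestin peptide for full effect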
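System: GST-AP2 R879A glutathione beads. Medium: PBS with 0.05% Tween 20 and 0.1% BSA. Also added: FITC-arrestin peptide, 50 nM. Incubation: 12 min plus 1 h, RT. Measured by: high-throughput flow cytometry of beads, ex 488, em 535 nm. Evaluation: percent drop in bead-associated FITC signal.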
V-ATPase pHluor: regulators of yeast V-ATPase proton transport; S. cerevisiae, pHLuorin cytosolic pH fluorescence; response, % at 10 µM; actives 0.37% (n = 350,000); in the data active = response mostly above about 7.3%, no sharp cut-off; inactive = mostly below about 5.4%; note: actives read high; inactives centre near 0; some compounds called inactive have numbers as strong as hits
Cardiac RTF inh: cardiac RTF calcium desensitization. P19429+P45379. IANBD-labeled cardiac RTF, Ca2+ fluorescence. inhibition, % at 7.15 µM. actives 0.12% (n = 340,000). AID 493244;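 active = inhibition above the mean inhibition of all tested compounds plus 3 SD, cut at about 17% in these data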;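 note: assay run at fixed EC70 calcium of 1.6 mM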
NSD2 inh: blocks human histone methyltransferase NSD2; O96028; NSD2 peptide methylation, AlphaScreen, 120 min; inhibition, % at 12.5 µM; actives 0.54% (n = 310,000); in the data active = inhibition above about 50%
CAL PDZ FP-2: inhibitors of human CAL PDZ peptide binding | purified CAL PDZ, TMR-peptide fluorescence polarization, 1 h | AID 602252 | actives 0.92% (n = 300,000) | Q9HD26 | inhibition, % at 24.9 µM;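 active = mean inhibition of at least 30% with at least half of replicates also reaching 30%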;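 note: 0% = DMSO neutral control and 100% = excess unlabeled competitor peptide PRC23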
* = called active by the depositor; nt = not tested or not shown. A portion of the library; count on the stated rates, not on these rows.

SMILES	CAL PDZ FP-1	Pemphigus Ab inh	C-LANA FP	DAGLB inhibitor	Keap1-Nrf2 PPI	Arr AP2 block	V-ATPase pHluor	Cardiac RTF inh	NSD2 inh	CAL PDZ FP-2
Cc1ccc2nc(NC(=O)c3cc(-c4ccco4)nc4ccccc34)sc2c1	-0.3	83	0.2	-3	-3	30	-2	3	0	-1
CC(/C=N/n1c(COc2ccccc2)n[nH]c1=S)=C\c1ccco1	-1.0	nt	-0.3	2	4	-9	-3	-5	4	-5
O=c1cc(O)c2ccccc2n1Cc1ccccc1F	-0.5	76	0.8	3	2	14	0	-8	-2	-2
Cc1cc(-c2csc(N)n2)c(C)n1CCc1ccccc1	-0.6	84	1.0	15	-1	-3	-3	-15	1	1
Cc1ccc[n+](CC(=O)Nc2cccc(Cl)c2)c1	-0.4	123	-1.1	0	0	6	0	-13	-1	-6
Cc1ccc(S(=O)(=O)c2ccccc2)cc1S(=O)(=O)N1CCOCC1	0.2	nt	0.4	-1	-2	30	4	0	0	-1
CCCCn1nc(C(=O)N(C)CC(=O)Nc2ccc(F)c(F)c2F)ccc1=O	-0.7	115	0.5	0	0	-8	0	6	5	-8
CC1=CC(=O)C2(C)C(C)=C(C)C12C (stereo not given)	nt	98	nt	-2	nt	nt	0	nt	0	nt
CN(C(=O)COC(=O)CN1C(=O)C2CC=CCC2C1=O)c1ccccc1 (stereo not given)	-2.2	102	0.0	0	-3	0	4	5	-2	-3
COc1ccc(-c2c([C@H]3[C@H]4C=CC[C@@H](C)[C@@H]4C(=O)N3Cc3ccccc3)ccc3ccccc23)cc1OC	-0.9	100	-2.8	-10	1	12	2	-5	nt	-7
O=C(NCCc1c[nH]c2ccccc12)c1ccc(Cl)cc1	-1.8	111	-1.1	-1	-5	2	5	-2	1	-1
COc1ccc(C)cc1NC(=O)n1ncc2c(C)cccc21	-0.9	105	-3.0	-10	7	10	-1	-5	-2	-3
Cc1ccc(Cl)cc1NC(=O)COC(=O)c1ccccc1O	0.0	94	0.8	3	7	2	0	-7	-3	-11
COc1cccc(CN2CCNC(=O)C2CC(=O)NCCCC2CCCC2)c1OC (stereo not given)	-1.1	119	0.0	1	-2	17	1	-6	3	-5
O=C1CC(N2CCN(c3cccc(C(F)(F)F)c3)CC2)C(=O)N1c1ccccc1 (stereo not given)	-2.1	89	0.1	-4	0	-8	1	-5	-1	1
Cc1c(CC(=O)O)c(=O)oc2c(C)c(OCc3ccccc3)ccc12	-2.4	92	1.2	2	-6	-19	1	-3	1	-3
CCCCCCCC(=O)NNC(=O)CCC(=O)O	-0.9	106	-0.3	2	-2	5	0	5	3	-2
COc1ccc(NC(=O)CSc2nnc(-c3ccccn3)n2N)c(OC)c1	-3.8	99	-2.1	-1	-4	8	1	-5	-2	-4
CC(NC(=O)c1ccco1)C(=O)N1CCN(S(=O)(=O)c2ccccc2C#N)CC1 (stereo not given)	-0.3	94	1.0	1	2	-4	7	-5	0	nt
COc1ccc(OC)c(NC(=O)CN(c2ccc(C(C)C)cc2)S(=O)(=O)c2c(C)noc2C)c1	-1.0	107	-0.1	-6	-3	1	4	-3	nt	0
COc1ccc(C(=O)N2CCN(c3cnn(-c4ccccc4)c(=O)c3Cl)CC2)cc1	-1.4	119	1.5	1	3	-10	1	2	4	-3
CC(=O)c1ccc(OC(C)C)c(CSC(=N)N)c1	-2.5	96	-1.5	-2	-2	13	-2	-6	1	-4
COc1ccccc1NC(=O)CNC(=O)Cn1cnc2sc(C)c(C)c2c1=O	-0.5	nt	0.8	1	-1	22	-2	-7	3	-7
COc1ccc(C(=O)N/C(=C/c2cccs2)c2nc3ccccc3[nH]2)cc1OC	-3.1	92	-1.9	1	1	7	1	1	1	-3
Cn1cccc1C1Nc2ccccc2NC2=C1C(=O)CC(C)(C)C2 (stereo not given)	-0.3	103	5.5	1	2	-7	-4	-17	-3	-9
CCOC(=O)Cn1nnnc1CN(CCc1ccccc1)Cc1cc2cc(CC)ccc2[nH]c1=O	-2.0	95	-1.7	2	-11	28	-3	1	-2	nt
Clc1cccc(Oc2cnns2)c1Cl	-3.8	105	-4.9	-1	-6	-1	0	-2	-2	0
CS(=O)(=O)N1CCCC(C(=O)NCCCN2CCOCC2)C1 (stereo not given)	-2.0	99	-0.6	0	-3	-6	-1	-10	-1	-3
CC1(C)CC2CC(C)(CN2C(=O)COC(=O)Cn2[nH]c(=O)c3ccccc3c2=O)C1 (stereo not given)	-2.0	105	0.6	0	-5	-1	-3	-17	14	-1
O=C(c1ccc(S(=O)(=O)Nc2cccc(C(F)(F)F)c2)cc1)N1CCOCC1	-2.2	111	-0.8	2	-4	-15	2	-4	4	-5
CCOC(=O)C(NC(=O)Nc1ccc(O)cc1)(c1ccccc1)C(F)(F)F (stereo not given)	-0.2	103	-0.7	0	3	0	0	-5	2	-3
CC1(C)C(=O)Nc2ccccc2N1C(=O)COC(=O)Cc1ccc(Cl)c(Cl)c1	0.5	103	0.2	-2	2	-6	2	-15	-1	nt
Cc1ccc2c(c1)c(/C=C/c1cc[n+](C)cc1)c(C)n2C	1.7	517	-68	-135	-239	-43	0	-286	1	-2
Cn1cccc1C(=O)N1CCN(c2cccc(C(F)(F)F)c2)CC1	0.4	nt	-1.3	-4	0	-3	0	-3	11	-5
O=C(N/N=C/c1ccc[nH]1)c1cccc([N+](=O)[O-])c1	-1.1	96	1.5	-1	3	29	-3	6	1	-1
CCOc1ccc(S(=O)(=O)NC(C)C(=O)NCc2ccccn2)cc1 (stereo not given)	-1.8	nt	0.6	-5	1	-4	2	-1	-2	-3
C[N+](C)(C)C/C=C1/COCO1	-0.8	99	-0.3	0	2	-4	-1	1	nt	-1
CN(C(=O)COc1ccccc1C(=O)NCc1ccccc1)C1CCS(=O)(=O)C1 (stereo not given)	0.3	109	-1.5	-1	4	22	-2	-43	-1	0
COCCSc1ccccc1C(=O)Nc1nnc(C)s1	-0.8	nt	2.5	1	1	-22	-1	-5	-3	1
CCc1ccc(NC(=O)C[n+]2cc(-c3ccc(C)cc3)n3c2CCC3)cc1	nt	106	nt	nt	nt	7	-7	nt	2	nt
NS(=O)(=O)c1cc(C(=O)OCC(=O)NNC(=O)c2ccccc2)ccc1Cl	-1.7	101	1.1	0	2	-4	3	-8	2	-4
Cc1ccc(C)c(OCCCNC2CCCC2)c1C	1.0	112	-1.2	0	-2	17	0	-19	0	-3
CC(=O)c1ccc(N2CCN(C(=O)c3ccccc3SCC(=O)NCc3ccco3)CC2)c(F)c1	-0.4	105	1.7	0	0	27	0	-6	0	-1
Cc1cc(Nc2ccc(Cl)cc2)nc(NCc2ccccc2)n1	-0.5	113	-1.3	0	-1	9	3	13	1	-3
COC(=O)c1ccccc1NC(=O)CNc1ccc(F)c(S(=O)(=O)N2CCOCC2)c1	0.2	nt	0.9	-1	-6	21	2	4	0	-4
CC(C)/C=C/C(=O)N1CCC(N2CCC(C(=O)NCc3ccccn3)CC2)CC1	-2.8	104	1.7	3	1	-5	-2	-1	2	-4
CCCCN(CCCC)S(=O)(=O)c1ccc2oc(C(=O)N3CCOCC3)c(C)c2c1	-3.6	102	1.8	-13	-6	6	6	-4	-1	nt
Nc1nc(NCCOCCO)nc(N2CCCCCC2)c1[N+](=O)[O-]	0.8	90	1.9	-1	-2	41	-2	1	0	0
COc1ccc([N+](=O)[O-])c(O)c1C(C)=O	-0.2	96	-0.3	0	0	33	5	6	2	1
CCc1nc2oc3ccccc3c(=O)c2c(=O)n1-c1ccc(C)cc1	nt	99	nt	nt	nt	18	0	nt	5	nt
CCOC(=O)N1CCN(c2nc(SC)nc3sc4c(c23)CC(C)(C)OC4)CC1	-0.8	110	-0.7	1	-5	13	2	-1	-12	-3
CCCCn1c(N)c(N(CCOC)C(=O)c2nn(CC)c(=O)c3ccccc23)c(=O)[nH]c1=O	-0.5	114	-1.2	1	-4	5	-1	4	6	-5
CCNC(=S)NC(=NCc1cccnc1)Nc1nc(C)cc(C)n1	-1.0	118	-0.9	-1	0	-2	-3	-4	2	0
COc1ccc(-n2ccc(=O)c(C(=O)O)n2)cc1	0.7	94	-3.4	-3	-1	24	2	-6	-1	-2
CC1=C(C#N)C(=O)NC(=O)/C1=C\c1ccc(-c2ccc(C)cc2[N+](=O)[O-])o1	nt	98	6.3	7	-2	6	0	-3	28	-3
O=C(COC(=O)CNC(=O)c1ccccc1F)Nc1nnc(-c2ccccc2)o1	-3.0	106	0.5	1	-3	-7	-2	-8	2	-1
COc1ccc(NC(=O)/C=C/c2ccc(OC(F)F)cc2)cn1	-0.9	111	0.3	2	-7	-3	-1	-8	-2	-1
CC(=O)CCc1ccc(OCC(=O)Nc2cccc(S(=O)(=O)N(C)c3ccccc3)c2)cc1	-3.2	95	-0.5	1	-2	10	7	-6	-1	0
CCC(=O)Nc1nnc(S(=O)(=O)N(CC)c2ccc(Cl)cc2)s1	-0.1	90	1.3	0	0	-10	0	-12	-2	-1
CCc1nc2cc(Cl)c(Cl)cc2nc1CC	-0.7	110	-0.7	-2	1	33	0	-2	-1	-5

Looked up by structure from above, two records:
SMILES	CAL PDZ FP-1	Pemphigus Ab inh	C-LANA FP	DAGLB inhibitor	Keap1-Nrf2 PPI	Arr AP2 block	V-ATPase pHluor	Cardiac RTF inh	NSD2 inh	CAL PDZ FP-2
CC(=O)CCc1ccc(OCC(=O)Nc2cccc(S(=O)(=O)N(C)c3ccccc3)c2)cc1	-3.2	95	-0.5	1	-2	10	7	-6	-1	0
CCC(=O)Nc1nnc(S(=O)(=O)N(CC)c2ccc(Cl)cc2)s1	-0.1	90	1.3	0	0	-10	0	-12	-2	-1

Other compounds follow.
SMILES	CAL PDZ FP-1	Pemphigus Ab inh	C-LANA FP	DAGLB inhibitor	Keap1-Nrf2 PPI	Arr AP2 block	V-ATPase pHluor	Cardiac RTF inh	NSD2 inh	CAL PDZ FP-2
CCOC(=O)N1CCC(NC(=O)c2ccc3c(c2)N=C(CC)c2cc(C)ccc2S3)CC1	-0.2	100	1.5	-2	-1	-4	0	-3	18	1
COc1ccccc1CCNC(=O)C(=O)c1cn(CC(=O)N2CCOCC2)c2ccccc12	-1.6	74	0.7	-3	-5	2	-5	-7	4	1
N#Cc1ccc(CSc2nnc(-c3cccc(S(=O)(=O)N4CCCCC4)c3)o2)cc1	-1.5	114	0.2	-3	3	-7	1	-15	-1	44*
CCOC(=O)C1=C(c2ccccc2)Nc2nc(C)nn2C1c1cccc(OC)c1OC (stereo not given)	-0.2	103	1.7	2	1	-3	0	-10	0	0
CC(C)N(Cc1ccccc1)C(=O)COC(=O)c1cc[n+]([O-])cc1	0.3	103	0.9	0	3	-5	0	-9	-5	nt
COc1ccc(/C=C\C(=O)NCC(=O)N/N=C/c2cccc(OC)c2O)cc1	0.2	100	-1.4	3	-1	20	-4	-4	-1	4
COc1ccc(NC(=O)CCC(=O)c2ccc(Cl)cc2)cn1	-1.0	100	7.5	-1	1	-11	2	-11	0	-11
CSc1ccccc1NC(=O)Nc1cccc2ccccc12	0.9	103	-2.4	-1	-3	3	3	2	-1	-2
